# Runt-CBFb FRET: inhibitors of human RUNX1 Runt domain binding to CBFb; Cerulean-Runt/Venus-CBFb FRET ratio 530/480, 1 h; inhibition, % at 20 µM; 220,000 compounds, 0.46% hits; AID 1496;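 active = inhibition over about 50% at 20 µM in the single-dose screen, limit read from the data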;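 note: 0% = DMSO wells and 100% = excess unlabeled CBFb competitor control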
#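 Measured by: fluorescence energy transfer, 422 nm excitation, 530/480 nm emission; test system: Cerulean-tagged RUNX1 Runt domain (FRET donor) fusion protein; buffer or medium: Tris pH 7.5 buffer with BSA; compound: one dose, 20 µM compound, 1% DMSO; times: two 1 h room-temperature incubations shielded from light; benchmarks: unlabeled CBFb 5 µM, positive control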
# Mdm2 ligase inh: blocks human Mdm2 ubiquitin ligase activity. AID 1230. Q00987. signal enhancement, % at 5 µM. cell-based MDM2 ubiquitination luciferase reporter, 2 h; 0 = plate control, 100 = twice control, blank-subtracted. 210,000 compounds, 0.11% hits;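 active = signal enhancement of 30% or more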;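 note: luminescence tracks abundance of the self-degrading MDM2-luciferase fusion protein; higher signal means inhibition of MDM2 E3 ligase activity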
# Target sequence (Q00987 whole entry, looked up, the tested form may be a part): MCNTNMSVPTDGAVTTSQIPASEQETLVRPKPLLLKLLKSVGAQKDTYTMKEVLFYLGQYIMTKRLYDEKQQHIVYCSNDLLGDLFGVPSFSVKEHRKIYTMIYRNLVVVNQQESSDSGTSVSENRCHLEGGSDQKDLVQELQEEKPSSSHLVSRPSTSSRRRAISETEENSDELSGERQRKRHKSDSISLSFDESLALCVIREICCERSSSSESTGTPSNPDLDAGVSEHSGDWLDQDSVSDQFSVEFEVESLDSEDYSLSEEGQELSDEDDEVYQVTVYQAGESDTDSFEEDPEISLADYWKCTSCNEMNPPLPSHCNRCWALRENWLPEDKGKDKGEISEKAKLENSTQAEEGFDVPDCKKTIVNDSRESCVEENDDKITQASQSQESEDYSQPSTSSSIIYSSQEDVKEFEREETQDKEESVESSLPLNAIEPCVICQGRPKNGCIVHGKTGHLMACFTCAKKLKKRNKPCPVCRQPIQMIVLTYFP
#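 Buffer or medium: Cells held in DMEM | Assay system: Stable mammalian line carrying autodegrading MDM2–luciferase fusion reporter | Quantity: 2000 cells/well | Times: 4 h settle plus 2 h compound, 37 °C | Doses: One concentration, 5 µM, with 0.2% DMSO | Technique: Luminescence with SteadyLite reagent, 15 min at room temperature | Benchmarks: Plate controls and plate blanks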
# Runt-SMMHC FRET: Runt domain-CBFb-SMMHC interaction inhibition | Q01196+Q13951 | Cerulean-Runt/Venus-CBFb-SMMHC FRET ratio 530/480, 1 h | inhibition, % at 20 µM | 220,000 compounds, 0.74% hits | AID 1434;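 active = mean inhibition across duplicate retests at 20 µM reaching about 50%, limit read from the data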;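 note: 0% = DMSO wells and 100% = wells with excess untagged CBFb-SMMHC; inhibitors lower the FRET ratio by blocking Runt binding to CBFb-SMMHC; some results filed as inactive read as strong as hits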
# Hck Nef HTS: human Hck-Nef kinase inhibition. P08631. Recombinant Hck-YEEI plus Nef, Z-Lyte FRET kinase assay. inhibition, % at 20 µM. 220,000 compounds, 0.68% hits. AID 463187;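 active = Hck-Nef kinase inhibition above about 50%, limit read from the data; inactive = inhibition below that limit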;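 note: 0% = DMSO with Hck plus Nef and 100% = Hck alone without Nef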
# Target sequence (P08631 whole entry, looked up): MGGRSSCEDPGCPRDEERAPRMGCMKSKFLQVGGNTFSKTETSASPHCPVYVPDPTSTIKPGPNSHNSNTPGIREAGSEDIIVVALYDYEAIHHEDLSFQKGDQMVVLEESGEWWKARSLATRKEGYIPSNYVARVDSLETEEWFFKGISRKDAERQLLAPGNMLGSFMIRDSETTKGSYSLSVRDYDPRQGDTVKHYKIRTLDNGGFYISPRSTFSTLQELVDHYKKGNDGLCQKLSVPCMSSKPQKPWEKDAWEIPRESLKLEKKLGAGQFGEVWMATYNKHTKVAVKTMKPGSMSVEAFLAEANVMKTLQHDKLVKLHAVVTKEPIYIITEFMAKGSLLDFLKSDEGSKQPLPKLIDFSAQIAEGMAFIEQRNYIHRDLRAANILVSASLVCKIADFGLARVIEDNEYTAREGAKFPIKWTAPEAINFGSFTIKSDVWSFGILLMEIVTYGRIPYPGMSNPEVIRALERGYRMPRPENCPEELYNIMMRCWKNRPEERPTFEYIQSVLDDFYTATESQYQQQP
# p97 inhibitor: blocks human p97 ATPase activity. P55072. recombinant p97 ATPase, Kinase-Glo ATP luminescence, 3 h. inhibition, % at 8 µM. 220,000 compounds, 0.42% hits. AID 1481; in the data active = inhibition above about 15%;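 note: 0% = DMSO vehicle and 100% = wells lacking enzyme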
# NPY2 pot ag: potentiators or agonists of human neuropeptide Y receptor Y2 | P49146 | cells expressing NPY-Y2, potentiator/agonist read-out | activation, % at 3.6 µM | 220,000 compounds, 0.45% hits; in the data active = activation above about 27%;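 note: cells stimulated with NPY near EC25 plus isoproterenol at EC100; 0% = vehicle plus submaximal agonist and 100% = vehicle plus saturating agonist; some results beyond the cut were filed as inactive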
# RBBP9 inhibitor: inhibitors of human serine hydrolase RBBP9 | O75884 | recombinant RBBP9, FP-Rh probe fluorescence polarization | inhibition, % at 7.94 µM | 220,000 compounds, 0.2% hits | AID 1515;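 active = inhibition above the campaign mean of all tested compounds plus 3 SD, cut at about 14% in these data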;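 note: plate controls were DMSO wells with RBBP9 for no effect and wells lacking RBBP9 protein for full effect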
#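 Assay system: recombinant human RBBP9; Reagent: Serine-hydrolase probe FP-Rh, 375 nM pre-mixing; Doses: 7.94 µM single dose, 0.794% DMSO; Incubation: 30 min then 45 min, 25 °C; Detection: fluorescence polarization (mP), excitation 525 nm, emission 598 nm; Evaluation: percent inhibition from mP, scaled between DMSO and no-protein wells.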
# NPY1 pot ag: potentiates or activates human NPY-Y1 receptor. P25929. NPY-Y1 expressing cells, potentiator/agonist activation. activation, % at 3.6 µM. 220,000 compounds, 0.37% hits. AID 1304; in the data active = activation above about 33%, passing the limit was not always enough;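 note: cells stimulated with NPY at EC10 then isoproterenol at EC100; 0% = low agonist plus stimulus and 100% = saturating agonist plus stimulus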
# NPY-Y1 antag: blocks the human neuropeptide Y Y1 receptor. P25929. 200,000 compounds, 1% hits. HEK293-CNG Y1 cells, membrane potential fluorescence; NPY at EC95, then isoproterenol. inhibition, % at 3.6 µM. AID 1040;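 active = inhibition above the campaign mean inhibition of all tested compounds plus 3 SD, cut at about 20% in these data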;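 note: 0% = DMSO wells given NPY plus isoproterenol and 100% = isoproterenol alone without NPY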
#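 Assay system: HEK293 cells with Y1 receptor plus CNG channel | Probe or stimulus: NPY (25 nM), isoproterenol (1 µM), Ro 20-1724 (25 µM) | Timing: Compound incubation 1 h at room temperature, readout 45 min post-stimulation | Measured by: Membrane-potential fluorescent dye readout | Benchmarks: High control isoproterenol alone, low control NPY with isoproterenol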
# Active calls of the source: *; x = not tested or not shown.
SMILES,Runt-CBFb FRET,Mdm2 ligase inh,Runt-SMMHC FRET,Hck Nef HTS,p97 inhibitor,NPY2 pot ag,RBBP9 inhibitor,NPY1 pot ag,NPY-Y1 antag
Cc1nc2ccc(NC(=O)Cc3c(F)cccc3Cl)cc2s1,0,x,1,18,0,16,6,10,x
CC1Cc2ccccc2N1C(=O)COC(=O)c1ccc(Br)o1 (stereo unspecified),0,-6,4,-10,0,0,-5,-1,-3
C[C@H](NC(=O)C1(c2ccccc2)CCN(C(=O)[C@H]2CSCN2C(=O)OC(C)(C)C)CC1)C(=O)O,-2,2,3,-1,-1,-2,-1,-4,11
CCOc1ccc(C(=O)N2CCCCCC2)cc1,0,6,0,1,-5,1,-10,-3,7
O=C(Nc1ccc(-c2nc3ccccc3o2)cc1)c1ccc(N2C(=O)C3C4C=CC(C4)C3C2=O)cc1 (stereo unspecified),-5,-13,-6,16,-2,11,-13,-24,-1
Cc1ccc(C)c(NC(=S)N2CCN(CCO)CC2)c1,-3,-22,1,3,-1,6,-12,-5,3
CN1CCN(NC(=O)c2cc(S(=O)(=O)Nc3ccc(Cl)cc3)ccc2Cl)CC1,3,-6,3,14,8,8,-9,13,x
CCN1CCN(C(c2cc3cccc(C)c3[nH]c2=O)c2nnnn2Cc2ccccc2)CC1 (stereo unspecified),2,2,3,-2,4,12,-2,6,0
COCCn1c(N)c(N(Cc2ccccc2)C(=O)c2ccc3ccccc3c2)c(=O)[nH]c1=O,3,-11,4,26,7,7,-4,9,1
COc1ccc(Nc2ncc(F)c(N3CCOCC3)n2)cc1,0,-42,2,14,1,-2,-1,17,1
CCC(C)NC(=O)CCc1nc2ccccc2n1-c1ccccc1 (stereo unspecified),2,-5,-2,1,-2,7,-8,-3,9
CC(=O)Nc1ccc(SCC(=O)c2cc(C)n(C)c2C)cc1,4,-1,1,0,4,10,4,-2,1
CCCNC(=O)NC(=O)COC(=O)c1cccc(NS(=O)(=O)c2ccc(F)c(F)c2)c1,-4,-3,-5,1,-4,9,-13,5,-11
Cc1cc([N+](=O)[O-])ccc1NC(=O)Nc1ccccc1F,0,-17,1,7,-3,-3,0,-1,0
CC1CCCN(C(=O)C2CCN(S(=O)(=O)c3cccc4cccnc34)CC2)C1 (stereo unspecified),2,-7,-4,17,7,10,-6,23,5
C=CCOc1c2ccc(C(=O)NCCc3ccc(C)cc3)cc2nn1C,-1,-3,-2,2,3,-18,2,1,-3
COc1ccc(/C=N/NC(=O)c2ccncc2)cc1Cn1nc([N+](=O)[O-])c(Br)c1C,-5,-14,0,7,2,14,-4,7,-3
Cc1cc2ncn(C3CC(=O)N(Cc4ccccc4)C3=O)c2cc1C (stereo unspecified),-2,4,2,9,0,7,2,2,6
COc1ccccc1Oc1ccc(NC(=O)c2ccc(Cl)cc2)cc1,-5,-20,-4,10,2,21,-5,13,-2
COc1ccc(NC(=O)c2ccc(-c3ccccc3)cc2)cc1NS(=O)(=O)c1ccc(F)cc1,0,-4,-1,1,6,13,-26,-6,-2
O=C(CCn1c(=O)oc2ccccc21)N1CCN(c2ccc(F)cc2)CC1,0,-22,-3,-4,3,15,-1,1,-3
Cc1ccc(C(=O)NCCSCc2ccc(Cl)cc2Cl)cc1[N+](=O)[O-],0,x,-5,0,-9,2,4,-13,-1
Cc1ccc(-c2n[nH]c(=S)n2/N=C\c2ccco2)cc1,12,-13,10,-1,4,-1,1,-25,7
CC1CCCCN1CCNC(=O)Cn1nc(-c2ccccc2)ccc1=O (stereo unspecified),0,-8,-1,-4,4,5,-9,-4,-1
Cc1c(Cl)cccc1NC(=O)COC(=O)CCc1nc2ccccc2n1-c1ccccc1,-5,-2,0,2,2,-2,-6,4,10

# Single records (already shown). Order of screens: Runt-CBFb FRET, Mdm2 ligase inh, Runt-SMMHC FRET, Hck Nef HTS, p97 inhibitor, NPY2 pot ag, RBBP9 inhibitor, NPY1 pot ag, NPY-Y1 antag
# `Cc1ccc(C)c(NC(=S)N2CCN(CCO)CC2)c1` is entered as -3, -22, 1, 3, -1, 6, -12, -5, 3
# `CCN1CCN(C(c2cc3cccc(C)c3[nH]c2=O)c2nnnn2Cc2ccccc2)CC1` (stereo unspecified) is entered as 2, 2, 3, -2, 4, 12, -2, 6, 0
# `Cc1ccc(-c2n[nH]c(=S)n2/N=C\c2ccco2)cc1` is entered as 12, -13, 10, -1, 4, -1, 1, -25, 7
# `COc1ccc(NC(=O)c2ccc(-c3ccccc3)cc2)cc1NS(=O)(=O)c1ccc(F)cc1` is entered as 0, -4, -1, 1, 6, 13, -26, -6, -2
# `Cc1cc2ncn(C3CC(=O)N(Cc4ccccc4)C3=O)c2cc1C` (stereo unspecified) is entered as -2, 4, 2, 9, 0, 7, 2, 2, 6

# The listing continues:
SMILES,Runt-CBFb FRET,Mdm2 ligase inh,Runt-SMMHC FRET,Hck Nef HTS,p97 inhibitor,NPY2 pot ag,RBBP9 inhibitor,NPY1 pot ag,NPY-Y1 antag
O=C(COC(=O)COc1ccccc1)Nc1cccc([N+](=O)[O-])c1,-2,-18,-2,14,-2,-10,-7,5,1
Cc1nc(C(=O)NC2CCCCC2)sc1C1(C)CC(c2cccc([N+](=O)[O-])c2)=NO1 (stereo unspecified),-1,19,2,28,x,x,x,x,x
COc1ccc(N2C(=O)c3cccc4cc(Br)cc(c34)C2=O)cc1,2,3,-3,9,4,7,9,0,0
Cc1ccc2c([N+](=O)[O-])c(C)ccc2n1,x,1,-1,1,4,-21,1,3,-2
CC1=C(C(=O)OC(C)C)C(c2ccccc2)NC(=S)N1C (stereo unspecified),1,4,2,5,2,12,-1,20,4
CCc1nnc(NC(=O)C2c3ccccc3Oc3ccccc32)s1,-1,-19,0,-7,-6,-3,-1,-27,4
CCn1nnnc1SCC(=O)c1ccc(C)cc1C,-2,-26,1,7,3,-4,-2,-21,1
O=S(=O)(NCc1csc(-c2cccnc2)n1)c1cccs1,1,-17,-2,0,7,-1,8,-3,-4
COc1ccc(Cn2nnnc2C(c2cc3cccc(C)c3[nH]c2=O)N2CCOCC2)cc1 (stereo unspecified),14,-4,2,2,4,-3,-4,-25,-1
O=c1[nH]c2ccc(Br)cc2c(-c2ccccc2)c1CN1CCOCC1,2,-11,1,2,4,8,0,-7,6
COC(=O)c1ccccc1Oc1c(F)c(F)nc(N2CCOCC2)c1F,-3,-9,-3,1,-1,-14,3,-11,6
Cc1ccc2[nH]c(CN3CCC(CO)(CC4CCCCO4)CC3)c(C)c2c1 (stereo unspecified),-1,-2,-2,1,1,-34,-1,-13,6
CCN1CCN(CCCOc2ccc(-c3ccccc3)cc2)CC1,-1,-19,-5,1,-5,14,-7,-18,0
C=CCN(c1cccc(C(F)(F)F)c1)S(=O)(=O)c1cccc(C(=O)OCC(=O)Nc2ccccc2)c1,-6,-15,14,1,-6,-4,-26,-1,-1
COc1cc(NC(=O)Cc2ccccc2OC)cc(OC)c1,-3,-8,-1,-7,-2,5,-12,0,5
COc1cc(NC2c3ccccc3C(=O)N2Cc2ccc3c(c2)OCO3)cc(OC)c1OC (stereo unspecified),0,-7,-1,2,2,-21,0,-7,23*
CCCCC1(CC)C(=O)NC(=O)NC1=Nc1ccc(OC)cc1 (stereo unspecified),-6,-3,3,2,-3,-4,-10,-6,0
Cc1[nH]nc2c1C1(CCC(c3ccccc3)CC1)C(C#N)=C(N)O2 (stereo unspecified),0,5,-3,2,-4,-18,-7,-28,12
CCC(=O)Oc1ccc(-c2nc(-c3cccnc3)no2)cc1,-5,-4,-4,4,-3,3,-2,7,0
CC1(C(=O)O)CC(C)(C(=O)O)CC(C)(C(=O)O)C1 (stereo unspecified),-1,-23,-2,4,-4,-4,-7,-7,2
Nn1c(CN2CCCCC2)nc2ccccc2c1=O,1,-3,-3,0,-8,4,-8,-17,2
O=C(O)c1cccc(NC(=S)NC(NC(=O)c2ccccc2[N+](=O)[O-])C(Cl)(Cl)Cl)c1 (stereo unspecified),1,-6,5,2,-2,-1,-5,-1,-1
O=C(Nc1ccc(Cl)cc1)C1C2CCC3C(CCC21)C3(Cl)Cl (stereo unspecified),2,-11,1,0,1,-2,-10,0,12
Cc1ccc(-c2nnn3c2nc(Cl)c2ccccc23)cc1,-8,-11,-72,-8,17*,3,-6,-2,5
CC(=O)c1c(COC(=O)c2ccc(Cl)cc2)nc2ccccc2[n+]1[O-],-2,-14,0,8,-5,-34,-4,-16,x
Cc1ccc(C(=O)N2CCN(C(=O)c3ccccc3)C2c2ccc(N(C)C)cc2)cc1 (stereo unspecified),0,-13,7,5,2,7,3,-3,-2
CC(C)(C)C1CCC(OCC(O)CN2CCCC2)CC1 (stereo unspecified),2,-22,-7,16,1,-9,-1,-9,3

# Limited to Mdm2 ligase inh, p97 inhibitor and NPY1 pot ag, for some of the entries so far:
structure	Mdm2 ligase inh	p97 inhibitor	NPY1 pot ag
COc1cc(NC2c3ccccc3C(=O)N2Cc2ccc3c(c2)OCO3)cc(OC)c1OC (stereo unspecified)	-7	2	-7
O=C(O)c1cccc(NC(=S)NC(NC(=O)c2ccccc2[N+](=O)[O-])C(Cl)(Cl)Cl)c1 (stereo unspecified)	-6	-2	-1
O=c1[nH]c2ccc(Br)cc2c(-c2ccccc2)c1CN1CCOCC1	-11	4	-7
CCN1CCN(CCCOc2ccc(-c3ccccc3)cc2)CC1	-19	-5	-18
CC1=C(C(=O)OC(C)C)C(c2ccccc2)NC(=S)N1C (stereo unspecified)	4	2	20
Cc1[nH]nc2c1C1(CCC(c3ccccc3)CC1)C(C#N)=C(N)O2 (stereo unspecified)	5	-4	-28
Cc1ccc2c([N+](=O)[O-])c(C)ccc2n1	1	4	3

# Compound activity: PubChem, several laboratories
